# NSD2 HMT inh – NSD2 (human) methyltransferase inhibition | NSD2 peptide methylation, AlphaScreen, 120 min | hit rate 0.54% among 310,000 | AID 743445 | inhibition, % at 12.5 µM | O96028; in the data active = inhibition above about 50%
# Target sequence (O96028 whole entry, looked up): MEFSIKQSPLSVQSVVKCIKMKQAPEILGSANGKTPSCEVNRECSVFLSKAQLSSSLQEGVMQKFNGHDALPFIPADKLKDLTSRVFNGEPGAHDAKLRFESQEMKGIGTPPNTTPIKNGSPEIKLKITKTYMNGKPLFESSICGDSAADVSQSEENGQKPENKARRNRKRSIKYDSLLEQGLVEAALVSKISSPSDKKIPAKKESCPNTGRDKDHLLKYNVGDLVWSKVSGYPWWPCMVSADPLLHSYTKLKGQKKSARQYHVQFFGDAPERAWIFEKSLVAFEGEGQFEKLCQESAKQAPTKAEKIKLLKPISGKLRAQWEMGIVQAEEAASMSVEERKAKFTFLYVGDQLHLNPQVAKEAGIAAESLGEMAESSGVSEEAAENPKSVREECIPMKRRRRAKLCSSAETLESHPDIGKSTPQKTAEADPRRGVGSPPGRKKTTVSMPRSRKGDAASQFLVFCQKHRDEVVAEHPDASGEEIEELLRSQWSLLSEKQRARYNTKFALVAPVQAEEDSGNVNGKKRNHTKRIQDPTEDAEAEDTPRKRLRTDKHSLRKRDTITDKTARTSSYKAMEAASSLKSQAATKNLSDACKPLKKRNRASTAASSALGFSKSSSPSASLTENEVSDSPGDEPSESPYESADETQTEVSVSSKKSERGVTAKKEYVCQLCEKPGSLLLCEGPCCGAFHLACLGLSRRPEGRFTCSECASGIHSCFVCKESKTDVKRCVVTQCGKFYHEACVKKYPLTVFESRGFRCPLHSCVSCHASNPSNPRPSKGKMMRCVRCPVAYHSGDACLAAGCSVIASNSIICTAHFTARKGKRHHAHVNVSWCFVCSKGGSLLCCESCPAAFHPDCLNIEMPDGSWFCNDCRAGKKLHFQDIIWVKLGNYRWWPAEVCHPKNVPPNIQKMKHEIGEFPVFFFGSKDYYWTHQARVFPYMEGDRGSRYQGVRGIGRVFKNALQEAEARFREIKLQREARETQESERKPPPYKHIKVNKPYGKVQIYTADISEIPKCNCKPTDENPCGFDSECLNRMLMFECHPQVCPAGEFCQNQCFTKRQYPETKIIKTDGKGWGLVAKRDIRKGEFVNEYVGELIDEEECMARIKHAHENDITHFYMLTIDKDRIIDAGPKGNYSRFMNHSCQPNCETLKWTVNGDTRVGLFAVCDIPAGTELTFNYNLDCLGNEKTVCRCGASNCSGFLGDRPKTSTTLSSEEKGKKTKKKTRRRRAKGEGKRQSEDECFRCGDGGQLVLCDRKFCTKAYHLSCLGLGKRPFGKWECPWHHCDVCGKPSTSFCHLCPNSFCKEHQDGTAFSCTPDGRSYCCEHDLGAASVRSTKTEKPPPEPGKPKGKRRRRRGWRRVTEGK
# Arr AP2 block – human beta-arrestin and AP2 interaction inhibition | FITC-arrestin peptide / GST-AP2 beads, flow cytometry; AP2 beta2 appendage carries R879A mutation | inhibition, % at 10 µM | hit rate 0.31% among 340,000 | AID 504490;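 active = inhibition above a set limit, near 3 SD of compounds lacking own fluorescence, cut at about 54% in these data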;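 also: plate controls were DMSO wells for no effect and 5 µM unlabelled arrestin peptide for full effect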
#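 System: GST-tagged AP2 beta2-adaptin appendage (R879A) on 4 µm glutathione beads / Reagent: FITC-arrestin peptide, 50 nM / Detection: HyperCyt-sampled flow cytometry, FL1 channel, ex 488/em 535 nm / Timing: 12 min plus 1 h, RT / Buffer or medium: PBS plus Tween 20 (0.05%) and BSA (0.1%)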
# CAL PDZ FP-1 – blocks peptide binding to the human CAL PDZ domain; Q9HD26; purified CAL PDZ, TMR-peptide fluorescence polarization, 1 h; inhibition, % at 24.9 µM; hit rate 0.92% among 300,000; AID 602252;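 active = mean inhibition of at least 30% with at least half of replicates also reaching 30%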;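 also: 0% = DMSO neutral control and 100% = excess unlabeled competitor peptide PRC23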
# CAL PDZ FP-2 – human CAL PDZ-peptide interaction inhibition; inhibition, % at 20 µM; Q9HD26; hit rate 0.02% among 330,000; AID 504414; purified CAL PDZ, TMR-peptide fluorescence polarization, 1 h;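 active = highest replicate inhibition of at least 40%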;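 also: plate controls were DMSO neutral control wells for no effect and unlabeled competitor peptide control wells for full effect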
#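 Material: tagged CAL PDZ protein CerCALP, purified; buffer or medium: sodium phosphate/NaCl buffer pH 7.4 with TCEP, IgG, Thesit; also added: fluorescent TMR peptide probe; schedule: 1 h incubation at room temperature before polarization reading; technique: fluorescence polarization from S- and P-plane intensities, G-factor corrected; control set: unlabelled peptide and DMSO controls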
# V-ATPase pHluor – yeast V-ATPase proton transport regulation by pHLuorin; hit rate 0.37% among 350,000; AID 504577; response, % at 10 µM; S. cerevisiae, pHLuorin cytosolic pH fluorescence; in the data active = response mostly above about 7.3%, no sharp cut-off; inactive = mostly below about 5.4%; also: actives read high; inactives centre near 0; some compounds called inactive have numbers as strong as hits
# Pemphigus Ab inh – inhibitors of pemphigus antibody binding to human desmoglein-3; hit rate 0.48% among 310,000; binding (percent of control), % at 10 µM; DSG3-coupled beads, scFv-anti-DSG3-GFP binding, flow cytometry; hits give low values; AID 588358; P32926;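 active = binding more than 3 SD below its plate's average and above zero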;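 also: hits lower antibody fragment binding to DSG3; some compounds called inactive have numbers as strong as hits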
# C-LANA FP – KSHV C-LANA DNA binding inhibition | MBP-C-LANA/FAM-LBS DNA binding, fluorescence polarization | hit rate 0.078% among 340,000 | AID 504423 | inhibition, % at 9 µM;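 active = highest replicate inhibition at or above 60% at 9 µM, even if other replicates fall short; inactive = all replicates below 60% inhibition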;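 also: 0% = neutral control wells and 100% = 4 µM acridine orange control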
# Cardiac RTF inh – cardiac RTF calcium desensitization; hit rate 0.12% among 340,000; inhibition, % at 7.15 µM; P19429+P45379; IANBD-labeled cardiac RTF, Ca2+ fluorescence;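 active = inhibition above the mean inhibition of all tested compounds plus 3 SD, cut at about 17% in these data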;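 also: assay run at fixed EC70 calcium of 1.6 mM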
# Keap1 Nrf2 FP – disrupts human Keap1 binding to Nrf2 peptide; inhibition, % at 9.4 µM; Q14145; hit rate 0.15% among 340,000; Keap1 Kelch-Nrf2 peptide fluorescence polarization, 1536-well; AID 504523; in the data active = inhibition above about 12%;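 also: human Keap1 Kelch domain with fluorescein labeled Nrf2 9mer peptide probe; 0% = neutral control wells and 100% = peptide positive control; higher means more block of Keap1 binding to Nrf2 peptide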
# DAGLB inhibitor – diacylglycerol lipase beta (human) inhibition | hit rate 0.059% among 340,000 | inhibition, % at 5.17 µM | HEK293T DAGLB membrane lysate, EnzChek fluorogenic substrate; in the data active = inhibition above about 34%;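 also: 0% = enzyme with vehicle and 100% = wells lacking enzyme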
# Active calls of the source: *; · = not tested or not shown. A portion of the library. The share of hits here may be higher or lower than overall.
SMILES,NSD2 HMT inh,Arr AP2 block,CAL PDZ FP-1,CAL PDZ FP-2,V-ATPase pHluor,Pemphigus Ab inh,C-LANA FP,Cardiac RTF inh,Keap1 Nrf2 FP,DAGLB inhibitor
COc1ccc(NS(=O)(=O)c2cc3c(cc2C)N(C)CCO3)c(OC)c1,·,3,·,-0.4,2,103,0.9,-10,-4,4
CSCCC(=O)N(C)CC1CCCN(CCc2cccc(C(F)(F)F)c2)C1 (configuration not stated),0,-10,3,5.9,1,108,0.5,-1,-3,1
O=c1oc2ccccc2n1CCCOc1ccccc1,·,1,-2,-0.6,3,93,-1.6,-7,2,-5
CCNC(=O)N1CCC(c2nc3ccccc3s2)CC1,1,12,5,-1.0,-1,119,-2.1,-4,-5,-2
CNC(=S)N/N=C(\C)c1ccc2c(c1)OCO2,2,-17,-2,-0.4,0,93,-1.0,-12,-1,0
CN(C)S(=O)(=O)c1cccc(NC(=O)c2ccc(NS(=O)(=O)c3cccs3)cc2)c1,20,-8,-3,-2.4,0,·,0.0,-8,-4,-3
C[C@H]1CN([C@@H](C)CO)C(=O)c2cccc(NC(=O)C3CC3)c2O[C@H]1CN(C)C(=O)Nc1ccc2c(c1)OCO2,·,-2,-3,-0.5,1,108,-0.8,-7,-6,1
COc1cccc(CC(NC(C)=O)C(=O)NC2CCN(S(=O)(=O)c3cccc4ccccc34)CC2)c1 (configuration not stated),-1,-7,-1,-2.4,2,97,-1.2,-12,1,-2
Cc1ccc2oc(C(=O)N(Cc3nccn3C)C(C)C)c(C)c2c1,2,3,-2,-2.7,7,102,-0.1,-5,-4,-1
Cc1ccnc(N2CCCC(C(=O)Nc3cccc(C)c3C)C2)n1 (configuration not stated),-6,7,-9,-3.2,1,114,0.2,3,-1,-3
COc1ccc(CCC(=O)Nc2cc(Cl)ccc2OC)cc1,-17,-4,-5,-1.6,1,99,-0.8,-16,1,-6
C=CCc1c(C)nc(SCC(=C)C)[nH]c1=O,-3,3,-1,-0.8,-1,103,2.1,-4,-1,0
O=C(Nc1ccc2c(c1)OCCO2)C1CCN(c2ncccn2)CC1,-5,21,-2,-0.7,1,103,0.6,-7,-1,-1
CCC(=O)N1c2ccc(S(=O)(=O)NCCc3ccc(OC)c(OC)c3)cc2CC1C (configuration not stated),-1,-7,-5,-0.2,-1,104,1.1,-3,-2,0
CCOc1ccccc1C1c2[nH]c3ccccc3c2C[C@H]2C(=O)N(C3CC3)CC(=O)N12 (some centres not stated),30,3,-2,0.2,5,88,-0.6,-10,-7,0
CC(C)(C)c1nnc2sc(SCC(=O)N3CCCc4ccccc43)nn2c1=O,4,0,13,-1.2,6,·,-1.2,1,-3,0
O=C(Nc1ccccc1)N1CCN(Cc2ccccc2)CC1,-3,34,-1,0.7,-4,95,0.3,1,0,0
CC(C)(C)NS(=O)(=O)c1ccc(C(=O)Nc2ccc3c(c2)OCO3)cc1,10,17,-5,-1.0,-1,101,-1.1,-2,0,-2
CCN(CC)S(=O)(=O)c1cccc(C(=O)OCc2cc(=O)n3nc(C)sc3n2)c1,0,-11,0,-0.8,-5,102,0.2,-6,4,3
CCOC(=O)C1CCCCN1C(=O)CCn1nnnc1CN1CCOCC1 (configuration not stated),-5,23,0,-1.9,-2,102,-0.9,-6,1,2
O=C(c1ccc(COc2ccccc2Cl)o1)N1CCN(c2ccccc2)CC1,·,3,4,-0.9,-2,118,0.6,-6,-3,-4
CCOC(=O)[C@H]1[C@H]2COc3ccc(C)cc3[C@@H]2N2C(=O)c3ccc(C)cc3NC(=O)[C@@]12C,·,-7,-6,-0.8,2,102,-2.0,-2,1,-2
COCCCNC(=O)c1cn(Cc2c(F)cccc2Cl)nn1,-18,2,-2,-2.3,1,98,-1.3,-9,-1,-2
CCN(CC)CCNC(=O)c1ccc(Cl)c(S(=O)(=O)N2CCCCCC2)c1,-5,10,·,-1.1,-4,103,-0.9,-5,-1,-2
Cc1ccc(OCC(=O)N/N=C/c2ccc3c(c2)OCO3)cc1C,0,-2,4,-1.0,0,96,1.5,-7,-2,-4
CC(C)CCNC(=O)c1ccc(CSCc2cccc(F)c2)o1,9,6,·,-2.1,-3,106,-2.5,1,-2,-8
COc1ccc(NC(=O)c2cc(F)c(F)cc2Cl)cc1Cl,-2,-1,-8,-3.7,2,104,-0.1,-1,1,-3
CCOc1cc(/C=C(\C#N)C(=O)NCC2CCCO2)ccc1OCC(N)=O (configuration not stated),3,-14,-4,-0.2,-1,107,0.4,-23,-5,-1
Cc1ccc(S(=O)(=O)NC(CC(=O)O)c2ccccc2)cc1 (configuration not stated),6,18,0,0.5,2,·,-0.6,-3,-2,-1
COc1ccc(/C=C(\C#N)c2c[nH]c3ccccc23)cc1,-2,20,-7,-1.3,-1,100,-1.5,-11,-4,-1
COc1ccc(S(=O)(=O)N2CCc3ccccc32)cc1C(=O)NCCc1ccccn1,-8,27,11,-1.3,3,105,0.7,-8,-2,-2
Cc1ccc(N2CC(C(=O)NCC3CCCO3)CC2=O)cc1Cl (configuration not stated),-1,20,-4,·,-1,99,0.3,7,-2,-3
CCN1C(=O)[C@@H]2[C@H](C1=O)[C@@H]1C(=O)Nc3ccccc3C(=O)N1[C@@H]2c1ccc(OC)cc1,·,-3,-6,-0.7,0,103,-1.0,-15,7,0
Cc1cnc(C(=O)OCC(=O)NC2CCCCC2)cn1,19,0,-6,-2.6,2,103,1.1,-3,-3,1
Cc1ccccc1N(CC(=O)N/N=C/c1ccccc1Cl)C(=O)c1ccccc1,1,25,-5,0.3,-2,·,0.2,10,3,-3
CCCc1cc(=O)[nH]c(SCC(=O)Nc2cc(S(=O)(=O)N3CCOCC3)ccc2Cl)n1,1,24,0,-0.8,6,122,1.6,3,2,0
CCOCCOC(=O)c1cccc2c1-c1ccccc1C2=O,6,20,-2,-1.0,0,91,2.1,2,1,-6
Cc1cc(C)n(CNc2nc(C(F)(F)F)cs2)n1,-1,-1,-1,-1.1,-2,97,0.7,1,0,-3
CN1CCN(NC(=O)c2cccs2)CC1,2,9,-8,-0.7,2,·,-0.5,7,-6,0
COc1ccc(N(CC(=O)N2CCc3ccccc3C2)S(=O)(=O)c2c(C)[nH]c(=O)[nH]c2=O)cc1,·,-2,·,0.2,-4,109,-0.5,3,-5,3

# As a working copy, part of the list above.
SMILES,NSD2 HMT inh,Arr AP2 block,CAL PDZ FP-1,CAL PDZ FP-2,V-ATPase pHluor,Pemphigus Ab inh,C-LANA FP,Cardiac RTF inh,Keap1 Nrf2 FP,DAGLB inhibitor
O=C(c1ccc(COc2ccccc2Cl)o1)N1CCN(c2ccccc2)CC1,·,3,4,-0.9,-2,118,0.6,-6,-3,-4
CCOC(=O)[C@H]1[C@H]2COc3ccc(C)cc3[C@@H]2N2C(=O)c3ccc(C)cc3NC(=O)[C@@]12C,·,-7,-6,-0.8,2,102,-2.0,-2,1,-2
COCCCNC(=O)c1cn(Cc2c(F)cccc2Cl)nn1,-18,2,-2,-2.3,1,98,-1.3,-9,-1,-2

# (further entries)
SMILES,NSD2 HMT inh,Arr AP2 block,CAL PDZ FP-1,CAL PDZ FP-2,V-ATPase pHluor,Pemphigus Ab inh,C-LANA FP,Cardiac RTF inh,Keap1 Nrf2 FP,DAGLB inhibitor
CC1CN(Cc2ccco2)C(=S)N(c2ccccc2)C1=O (configuration not stated),2,9,·,0.3,-1,99,-0.3,-3,-2,-2
COc1ccc(CCNC(=O)COC(=O)/C=C/c2ccc(OCC#N)c(OC)c2)cc1,-2,6,4,-3.3,1,87,1.7,-16,-4,0
O=S(=O)(c1ccc(F)c(F)c1)N1CCN(Cc2ccc3c(c2)OCO3)CC1,-1,26,-6,-0.3,-1,107,1.0,10,0,-7
CC(C)Oc1ccc(C(=O)NC2=NCCS2)cc1,·,-1,-1,-0.3,-4,104,1.1,-14,-1,0
CCc1nc(SCC(=O)Nc2c(C)n(C)n(-c3ccccc3)c2=O)n[nH]1,-3,-6,-3,0.8,-2,111,-1.3,-2,3,1
CCOC(=O)CCn1c2nc(C)cc(C)c2c(=O)n1-c1ccccc1,6,-3,-3,·,-91,96,-1.0,1,1,1
CN(CCCS(=O)(=O)[O-])c1ccc(/C=C/c2ccc3ccccc3[n+]2C)cc1,1,-22,-2,0.1,2,94,0.4,-2,-3,2
CCOc1ccc(C2CC(c3ccc(F)cc3)Nc3nc(N)nn32)cc1 (configuration not stated),·,2,·,-0.3,1,111,0.9,-9,1,2
CCC1(CC)C(=O)NC(=O)NC1=NCCc1ccc(O)cc1,-2,2,-2,·,0,98,1.9,-4,-2,-1
CC(C)c1ccc(/C=N/n2c(COc3ccccc3)n[nH]c2=S)cc1,·,-2,-8,-1.0,-3,96,0.9,-3,1,6
CC(C)(C)N1CC23C=CC(C[C@@H]2C1=O)O3 (some centres not stated),·,4,2,0.4,8,109,-0.7,-5,-9,-1
CCOC(=O)CSc1cc(CS(C)(=O)=O)nc(-c2ccccn2)n1,1,1,1,-3.5,-1,104,1.2,-11,1,1
CNc1ccc(Oc2nc([N+](=O)[O-])nn2C)cc1,7,8,-8,-0.8,3,99,5.5,-11,-5,-3
CCc1nn(C(CC)C(=O)NCc2cccc(OC)c2)c(=O)c2cc3occc3n12 (configuration not stated),-1,-12,-6,-1.2,3,100,-0.8,-10,1,1
COc1ccc(N=Nc2ccc(O)c3ncccc23)cc1,·,-2,-4,-0.5,0,95,-0.6,8,-5,26
CCOCCCNC(=O)c1ccccc1SC,0,-1,-37,-1.1,-1,56,-1.0,-11,0,-3
O=C(Nc1cccc(O)c1)C1CCCN1C(=O)OCc1ccccc1 (configuration not stated),-1,0,0,-3.2,-2,·,-2.7,-7,-5,1
CCOC(=O)c1c(NCCN(C)C)c2ccccc2[nH]c1=O,10,4,3,0.3,0,96,0.1,-18,-3,1
CCCN1C(=O)C(O)(c2c(C)[nH]c3ccccc23)c2ccccc21 (configuration not stated),5,3,·,0.3,-1,111,2.0,-9,-4,-1
O=C(NCC1COc2ccccc2O1)C1CCCN(S(=O)(=O)c2cccc3nsnc23)C1 (configuration not stated),8,-10,-4,-0.1,-4,81,0.5,-2,-6,0
O=S(=O)(Nc1ccc(Cl)cn1)c1cccs1,0,-2,-2,-1.9,6,105,1.4,-11,-8,-1
CC(C)(C)C(=O)N1CCCC1C(=O)O (configuration not stated),-8,25,7,0.8,-6,101,-0.1,-12,-1,0
COC(=O)N1CC(C)N(C(=O)OC)CC1C (configuration not stated),-3,-15,-4,·,1,104,1.2,-1,-5,-6
Cc1cccc(C(=O)NNC(=O)c2csc(N3CCOCC3)n2)c1C,0,-6,-13,-1.4,0,97,-1.6,-7,-2,2
O=C(NC(=S)Nc1ccc(CN2CCCCC2)cc1)c1cc2ccccc2o1,6,7,·,-0.4,5,115,-1.3,-5,-5,-1
COC(=O)c1cnn(-c2nc3c(C)cccc3s2)c1C,-2,19,-3,0.4,1,105,-2.1,-3,-2,-8
COc1ccccc1NC(=O)COC(=O)c1ccccn1,1,0,-2,-1.9,0,99,-0.1,-3,2,0

# Source: PubChem (several laboratories)
